Assay outcomes deposited in PubChem by several laboratories.
Mtb BioA inh = inhibitors of Mycobacterium tuberculosis BioA enzyme | inhibition, % at 9.99 µM | hit rate 0.096% among 360,000 | purified M. tuberculosis BioA enzyme, plate reader; in the data active = inhibition above about 40%; inconclusive = no clear call, values can overlap the other calls
FBA Mtb inh = inhibitors of M. tuberculosis fructose-bisphosphate aldolase. P9WQA3. purified M. tuberculosis FBA, fluorescence read-out. inhibition, % at 1 µM. hit rate 2.3% among 360,000. AID 588726; in the data active = inhibition above about 27%;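 note: 0% = vehicle and 100% = reference inhibitor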
Target sequence (P9WQA3 whole entry, looked up): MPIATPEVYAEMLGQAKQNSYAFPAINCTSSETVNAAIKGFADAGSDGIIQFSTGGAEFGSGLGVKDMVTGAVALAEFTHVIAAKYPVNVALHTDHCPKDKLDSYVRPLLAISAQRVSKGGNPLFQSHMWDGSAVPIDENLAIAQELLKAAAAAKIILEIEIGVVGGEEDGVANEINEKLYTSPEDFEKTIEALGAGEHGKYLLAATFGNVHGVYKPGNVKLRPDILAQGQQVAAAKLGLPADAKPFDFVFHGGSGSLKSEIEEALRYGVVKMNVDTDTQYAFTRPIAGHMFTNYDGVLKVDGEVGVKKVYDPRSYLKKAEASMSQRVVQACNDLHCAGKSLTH
FadD28 FP inh = M. tuberculosis FadD28 bisubstrate binding inhibition. hit rate 0.22% among 360,000. inhibition, % at 12.5 µM. FadD28 bisubstrate probe binding, fluorescence polarization. AID 588549; in the data active = inhibition above about 8.5%, passing the limit was not always enough; inconclusive = no clear call, values can overlap the other calls
BoNT-F LC inh = BoNT F light chain protease inhibition; Multiplex microsphere protease cleavage assay, flow cytometry; hit rate 0.22% among 360,000; AID 588497; inhibition, % at 10 µM; in the data active = inhibition above about 35%, passing the limit was not always enough; inconclusive = no clear call, values can overlap the other calls; note: plate controls were buffer without enzyme for full effect and enzyme alone for no effect
BoNT A protease = blocks Botulinum neurotoxin A light chain protease; multiplex microsphere protease substrate cleavage, flow cytometry; inhibition, % at 10 µM; hit rate 0.17% among 360,000; AID 588499; note: plate controls were buffer without enzyme for full effect and enzyme alone for no effect
Mtb UGM inh = blocks M. tuberculosis UGM enzyme | P9WIQ1 | purified UGM, fluorescence polarization probe displacement | inhibition, % at 10 µM | hit rate 0.06% among 320,000 | AID 504406; in the data active = inhibition above about 10%, passing the limit was not always enough; inconclusive = no clear call, values can overlap the other calls
Target sequence (P9WIQ1 whole entry, looked up): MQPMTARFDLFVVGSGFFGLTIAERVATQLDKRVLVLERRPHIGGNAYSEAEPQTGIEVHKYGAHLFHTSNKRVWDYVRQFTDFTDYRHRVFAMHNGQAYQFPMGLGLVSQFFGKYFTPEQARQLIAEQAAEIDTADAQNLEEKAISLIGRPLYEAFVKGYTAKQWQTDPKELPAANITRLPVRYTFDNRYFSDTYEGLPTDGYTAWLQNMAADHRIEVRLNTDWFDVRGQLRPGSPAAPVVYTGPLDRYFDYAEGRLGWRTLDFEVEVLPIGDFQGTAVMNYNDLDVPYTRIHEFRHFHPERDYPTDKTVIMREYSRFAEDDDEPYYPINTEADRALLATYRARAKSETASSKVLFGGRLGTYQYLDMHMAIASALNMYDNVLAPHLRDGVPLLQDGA
GDH-TPI inh = counter-screen for M. tuberculosis FBA inhibitors: GDH-TPI coupled enzymes; GDH-TPI coupled enzyme counterscreen, NADH absorbance; inhibition, % at 4.8 µM; hit rate 1.2% among 360,000; AID 588335; in the data active = inhibition above about 30%;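 note: 0% = DMSO wells and 100% = wells lacking the enzyme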
PfHsp40 yeast = compounds rescuing yeast from Plasmodium falciparum HSP40 toxicity | S. cerevisiae expressing PfHsp40, growth rescue, ATP luminescence | growth rescue, % at 12.5 µM | hit rate 0.68% among 340,000 | AID 504582; in the data active = growth rescue above about 28%, passing the limit was not always enough; inconclusive = no clear call, values can overlap the other calls;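 note: yeast W303a lacking pdr1 and pdr3 grown in galactose medium; growth measured after three days at 30 °C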
Anthrax LF inh2 = blocks Bacillus anthracis lethal factor protease | multiplex microsphere protease cleavage assay, LF | P15917 | AID 588501 | hit rate 0.12% among 360,000 | inhibition, % at 10 µM; note: plate controls were buffer without enzyme for full effect and enzyme alone for no effect
An asterisk follows results filed as active; ? = inconclusive; · = not tested or not shown. Cut-off read from the data, not from the text of the source, unless noted: active = inhibition above about 30%; inconclusive = no clear call, values can overlap the other calls; inactive = below that.

SMILES	Mtb BioA inh	FBA Mtb inh	FadD28 FP inh	BoNT-F LC inh	BoNT A protease	Mtb UGM inh	GDH-TPI inh	PfHsp40 yeast	Anthrax LF inh2
COc1ccc(N=Cc2ccc[nH]2)cc1	0.2	3.9	-1.0	-5.2	-1.2	2.0	9.9	0.0	-6.8
Cc1noc(C)c1S(=O)(=O)N(C)C[C@H]1Oc2ccc(NC(=O)C3CCCCC3)cc2C(=O)N([C@H](C)CO)C[C@@H]1C	0.5	-0.1	2.0	-1.9	0.5	-0.1	8.5	-0.2	-4.0
Cc1ccc2c(C)ccc(O)c2n1	0.1	2.2	-0.8	-7.3	-0.1	1.4	-3.6	-1.0	-2.1
Cc1ccc(OCC(=O)NCc2ccccn2)cc1	-0.3	-1.2	-0.6	-6.2	0.0	1.2	-3.2	-1.5	0.8
FC(F)(F)c1ccc(-c2nc3ccccc3s2)cc1	-3.6	2.5	-1.5	-2.6	-0.4	·	·	·	1.9
C[C@@H]1COC(=O)[C@@H](Cc2ccc(F)cc2)CC/C=C\C[C@@H](CC(=O)NCCO)C(=O)N1	-0.7	0.6	-2.6	-4.4	0.0	-6.4	-0.9	-0.4	1.1
NC(=O)[C@@H]1CC2(CC(c3cccc(NC(=O)COc4ccc(Cl)cc4)c3)=NO2)CN1C(=O)COc1ccc(Cl)cc1 (stereo partly specified)	-0.7	-0.8	-4.2	0.2	-0.1	2.6	-10.0	6.1	-5.3
CCCCc1ccc(N2C(=O)[C@@H]3C(CC(N)=O)NC4(C(=O)Nc5ccc(F)cc54)[C@@H]3C2=O)cc1 (stereo partly specified)	0.3	0.7	-0.1	-8.6	0.3	5.1	4.6	1.1	-3.9
CNc1ccc(OC)cc1-n1cnc(-c2ccc([N+](=O)[O-])cc2)c1	-0.3	-1.8	-3.4	2.2	-0.2	-1.4	18.6	0.7	-8.5
Cc1cc(C)c(NC(=S)NC(CO)(CO)CO)c(C)c1	-1.1	2.9	-0.2	4.8	-2.7	4.0	1.5	-1.2	-8.2
COc1ccccc1C(=O)NCCC(=O)NC(C)CCc1ccccc1 (stereo unspecified)	·	6.7	-0.3	14.9	3.5	0.6	7.8	·	-0.3
Cc1cc(S(=O)(=O)N2CCN(CC(=O)NC(C)(C#N)C3CC3)CC2)ccc1Br (stereo unspecified)	1.1	0.2	-2.1	·	·	·	6.7	0.7	·
CNS(=O)(=O)c1cc(NC(=O)c2cnc(SC)n2-c2ccccc2)ccc1C	-1.7	-1.1	-3.8	-23.2	-1.3	-0.2	-1.1	0.1	8.1
Clc1cccc(CSc2nnc([C@@H]3CCCN3)o2)c1	-1.0	-3.4	-1.8	-27.5	-0.6	-1.5	4.4	2.2	-2.7
COc1ccc(-c2nc(CSCC(=O)NC3CCCC3)c(C)o2)cc1OC	·	17.3	-2.0	2.9	-0.5	0.6	8.3	-0.1	-1.1
COc1ccc(C2CN=NC23CCCc2ccccc2C3=O)cc1 (stereo unspecified)	0.2	-8.9	-4.2	12.0	-0.5	-3.4	0.5	7.0	2.3
Cc1ccc(NC(=O)Cc2n[nH]c(=O)c3ccccc23)cc1S(=O)(=O)N1CCCCCC1	-0.2	2.6	-11.4	4.5	-0.8	-0.7	3.5	0.6	-5.2
O=C(NCc1ccco1)C1CCCN1C(=O)Nc1cccc(Cl)c1 (stereo unspecified)	·	-0.1	-4.7	0.1	-1.7	-1.5	-4.4	-0.2	-4.8
Cc1nc(-c2ccccc2)sc1C1(C)CC(c2cccc([N+](=O)[O-])c2)=NO1 (stereo unspecified)	0.4	-0.2	-3.3	-4.7	0.0	0.7	6.9	0.5	4.3
Cn1c(=O)cc(SCC(=O)N2CCN(c3ccccn3)CC2)c2ccccc21	5.7	0.8	-1.6	4.1	1.7	1.9	0.0	-0.2	0.6
NC(=O)N/N=C/c1cn(-c2ccccc2)nc1-c1ccccc1	·	0.4	-4.7	-3.7	-0.6	2.9	3.7	0.8	-2.2
CCOc1ccccc1C(=O)NC(C(=O)NCc1ccccc1OC)C(C)C (stereo unspecified)	·	4.0	-0.1	1.5	-0.3	-0.1	-0.3	-0.4	-8.8
COc1ccc([C@@H]2CC=C(C(=O)O)CN2S(=O)(=O)c2ccc(C)cc2)cc1OC	-0.6	-0.8	-5.5	-5.5	-0.9	-0.5	7.6	-1.1	1.9
Cc1ccc(C(=O)N/C(=C\c2cn(S(=O)(=O)N(C)C)c3ccccc23)C(=O)N2CCCC2)cc1	-0.1	-0.6	-3.5	-1.5	-1.5	-0.1	-3.5	0.6	-3.3
O=S(=O)(c1cccc2cccnc12)N1CCCc2ccccc21	0.9	1.0	-2.5	-8.0	-1.0	1.6	-8.6	1.0	-0.8
CCC(=O)N/N=C/c1ccc(OS(=O)(=O)c2ccccc2)cc1	·	0.8	-3.3	-2.4	-0.5	-2.3	-2.6	-1.1	-1.6
O=C(COC(=O)CCc1nc2ccccc2s1)NCc1ccco1	-1.9	0.6	-0.6	-5.4	-1.3	-1.0	-0.3	0.1	1.2
CCCN1C(=O)/C(=C2\SC(N3CCCCC3)=NC2=O)c2ccccc21	0.4	-1.4	-1.6	?	0.4	2.2	25.1	2.6	-3.9
O=C(O)c1c(Cl)nc2ccccn12	·	4.2	-1.5	-4.4	0.4	3.5	-1.3	8.4	-5.7
Cc1cc(C(=O)N2CCCC(N3CCN(c4cccc(C(F)(F)F)c4)CC3)C2)no1 (stereo unspecified)	6.3	1.0	-1.5	3.8	0.5	1.0	-4.9	-0.3	5.6
CCCCn1c(-c2nn(C)c(C)c2Cl)n[nH]c1=S	0.3	3.3	1.6	-7.1	-0.1	-1.9	-1.9	-0.1	1.2
COc1ccccc1NC(=O)C(C)OC(=O)c1cccc(-n2cnnn2)c1 (stereo unspecified)	0.4	-0.2	1.2	?	-1.8	-2.1	-2.5	-0.8	-4.0
O=C(c1csc2c1CCCC2)N1CCN(c2ccc(F)cc2)CC1	-0.8	-6.3	-0.7	-5.5	-0.1	-1.3	9.5	1.2	-8.5
COC(=O)c1ccc2c(c1)NC1=C(C(=O)CC(C)(C)C1)C(c1ccncc1)N2 (stereo unspecified)	10.3	-0.2	-4.5	8.9	2.4	-0.2	31.3*	-0.5	2.6
COc1cc2c(cc1OC)C(=O)N1[C@H]3c4ccccc4OC[C@@H]3[C@H](c3ccccc3)[C@]1(C)C(=O)N2	14.8	1.0	-7.3	5.7	0.4	0.9	7.9	63.5*	-8.9
Cc1cc(C(=O)COC(=O)C2=NN(c3ccccc3)C(=O)CC2)c(C)n1CC(F)(F)F	·	3.6	-0.4	-0.4	-1.0	-2.1	6.3	0.6	-7.1
CC1C=CCC2C(=O)N(c3cccc(C(=O)NCc4ccccc4)c3)C(=O)C12 (stereo unspecified)	0.6	1.5	1.0	-3.2	2.5	1.7	-6.6	-0.7	-4.5
CC(C)CN(C(=O)COC(=O)c1ccccn1)c1c(N)n(Cc2ccccc2)c(=O)[nH]c1=O	-0.7	1.2	-1.5	-13.6	-0.2	0.6	-2.4	0.9	-1.3
O=C(O)CC1=C(O)C(=O)N(c2ccccc2)C1c1ccc(Cl)cc1 (stereo unspecified)	1.1	0.3	-2.1	-7.2	-0.3	1.1	6.0	-1.0	2.4
C=CCN1C(=O)NC(=O)/C(=C/c2ccoc2)C1=O	-5.9	1.6	0.7	-5.2	-0.2	-1.5	4.1	22.4	-1.4
C=CCC1NS(=O)(=O)OCC1C(C)C (stereo unspecified)	-0.6	0.3	-2.3	1.9	0.2	2.3	-5.2	-2.1	-0.8
O=C1NC(=O)/C(=C/c2ccccc2Cl)N1	0.2	-0.7	1.2	31.4	-1.1	0.6	20.6	1.1	-0.1
O=C(O)/C=C/c1coc2ccc(F)cc2c1=O	0.6	-0.3	-1.7	3.8	-0.1	2.0	7.2	-0.5	0.6
Cc1ccccc1C(=O)NC(=S)Nc1ccc(S(=O)(=O)N2CCOCC2)cc1	·	0.9	-1.6	-3.9	0.1	-0.8	8.1	0.2	0.6
Cc1cc(C)cc(NC(=O)CCn2c(=O)c3cccn3c3ccccc32)c1	-0.7	0.2	-3.2	-2.6	-0.2	0.2	4.8	1.4	1.0
O=C(CSc1ccc(Cl)cc1)Nc1nnc(-c2cccc([N+](=O)[O-])c2)s1	-2.2	7.5	0.5	7.1	0.7	-0.1	9.6	0.2	-11.5
O=C1Nc2ccccc2C12OCCCCO2	2.1	6.3	-2.6	-13.0	-0.6	1.9	0.0	-1.4	-4.8
OCCCN1CNC(=S)NC1	-1.0	-0.8	-1.9	6.5	-0.1	·	5.3	·	-1.6
O=C(COC(=O)c1nc(Cl)ccc1Cl)NC(=O)c1ccccc1	-0.3	0.0	-3.8	-7.0	-0.7	0.2	8.6	1.1	0.1
COc1ccc(N2CCN(Cc3cc(=O)c(OCC(=O)Nc4ccccc4)co3)CC2)cc1	-2.2	2.3	0.2	6.2	2.5	-0.2	3.1	0.2	-2.4
Cn1c(CCNC(=O)c2ccco2)nc2cc(NC(=O)c3ccccc3)ccc21	6.7	0.1	-4.9	2.6	1.2	-3.0	1.7	10.0	-0.9
COc1cccc(C2CC(=O)N3CN(c4cccc(Cl)c4C)CSC3=C2C#N)c1OC (stereo unspecified)	-5.4	-1.7	-3.8	0.4	0.1	0.2	7.7	-0.2	-3.5
Cc1ccc2nc3sc(C(=O)NCc4ccco4)c(N)c3cc2c1	-5.0	-3.5	-5.0	-3.0	1.0	-1.5	-4.5	5.0	-1.2
Cc1ccc(-c2ccc(C(=O)O)[nH]2)cc1	-0.7	8.5	-2.5	-0.5	0.2	-1.4	1.4	-0.1	-3.4
O=C(Nc1ccccc1)N1CCC(O)(c2cccc(C(F)(F)F)c2)CC1	1.3	2.4	-0.2	?	-3.2	-2.9	12.4	-0.8	-15.6
COCCNC(=O)c1cc2cc(Cl)cc(Cl)c2oc1=O	0.9	2.6	-3.5	-3.8	-1.2	-0.6	3.8	0.1	-4.0
Cc1cc(S(=O)(=O)Nc2cccc([N+](=O)[O-])c2)c(C)s1	0.0	-1.6	·	2.4	-0.4	0.2	-8.6	0.2	4.5
c1ccc(-c2cn(C[C@H]3CC[C@@H]([C@@H]4CC[C@H](Cn5cc(-c6ccccn6)nn5)O4)O3)nn2)nc1	0.8	2.3	-1.5	8.7	0.1	-5.0	8.4	-0.8	0.6
Cc1cc(N)n2nc(-c3ccc(C(C)(C)C)cc3)cc2n1	-1.5	10.1	0.5	-7.6	0.3	4.4	-1.5	-0.3	0.9
COc1ccc(N2CCN(CCNS(=O)(=O)c3cccc4nsnc34)CC2)cc1	-0.1	-2.2	-3.9	5.1	0.3	·	-6.0	10.4	-1.8

Record cards (already shown).
Profile of c1ccc(-c2cn(C[C@H]3CC[C@@H]([C@@H]4CC[C@H](Cn5cc(-c6ccccn6)nn5)O4)O3)nn2)nc1 → Mtb BioA inh: 0.8; FBA Mtb inh: 2.3; FadD28 FP inh: -1.5; BoNT-F LC inh: 8.7; BoNT A protease: 0.1; Mtb UGM inh: -5.0; GDH-TPI inh: 8.4; PfHsp40 yeast: -0.8; Anthrax LF inh2: 0.6
Profile of O=C(O)/C=C/c1coc2ccc(F)cc2c1=O → Mtb BioA inh: 0.6; FBA Mtb inh: -0.3; FadD28 FP inh: -1.7; BoNT-F LC inh: 3.8; BoNT A protease: -0.1; Mtb UGM inh: 2.0; GDH-TPI inh: 7.2; PfHsp40 yeast: -0.5; Anthrax LF inh2: 0.6
Profile of OCCCN1CNC(=S)NC1 → Mtb BioA inh: -1.0; FBA Mtb inh: -0.8; FadD28 FP inh: -1.9; BoNT-F LC inh: 6.5; BoNT A protease: -0.1; Mtb UGM inh: ·; GDH-TPI inh: 5.3; PfHsp40 yeast: ·; Anthrax LF inh2: -1.6
